High-throughput results deposited in PubChem by National Center for Advancing Translational Sciences (NCATS).
pAkt inh: inhibitors of Akt phosphorylation; Neuro2A IGF-stimulated pAkt S473 HTRF, 20 min; active compounds read low; activity change, % for hits at 50 µM; 360,000 tested, 0.32% active; AID 651550; in the data active means activity change below about -80%; inconclusive means mostly about -51% to -80%; further: on the % scale 0 is the no-effect control and ±100 the full control effect
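Neuro2A cells (4,500/well, DMEM with 0.5% FBS) were treated with compound at a single 50 µM final concentration, stimulated with 6 nM IGF for 20 min at 37 °C, and lysed. Phospho-Akt Ser473 was read by HTRF as 665/615 ratio ×10^4.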
A549 viability: A549 cytotoxicity, counter-screen for Nrf2 inhibitors | A549 ARE-Fluc cells, CellTiter-Fluor viability, 18-24 h | Potency, µM (titrated, usually from 46 µM), for the others: at the top dose activity change, negative = cytotoxicity, usual class: inhibitors | 390,000 tested, 0.16% active | AID 504648; further: potency means the concentration at half of the fitted maximal effect; on the % scale 0 is the no-effect control and ±100 the full control effect
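Cytotoxicity counterscreen: CellTiter-Fluor fluorescence was measured in A549 ARE_Fluc cells after 18-24 h of compound exposure in a concentration series. The subsequent BugLite luminescent read reports ARE-luciferase activity.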
MmCpn inh: inhibitors of Methanococcus maripaludis chaperonin (MmCpn) | Potency, µM (highest dose often 76.9 µM), for inactives: at the highest dose activity, negative = inhibition, hits mostly inhibitors | purified Mm-Cpn ATPase, ADP Transcreener TR-FRET | 330,000 tested, 0.031% active; further: potency means the concentration at half of the fitted maximal effect; on the % scale 0 is the no-effect control and ±100 the full control effect; nearly all actives have a fitted effect of over 80% in size
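ATP (10 uM final) was added to archaeal chaperonin (25 nM final) after 10 min exposure to test compound at 37°C; after 30 min further incubation, ADP was detected by competitive TR-FRET.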
ATXN viability: viability counter-screen for ATXN expression inhibitors. S2 cells (HEK-293 line with an ATXN2-luciferase reporter) viability, CellTiter-Fluor protease fluorescence, 24 h. Potency, µM (series often up to 56.7 µM), actives largely listed as cytotoxic. 400,000 tested, 0.49% active. AID 651635; further: potency means the concentration at half of the fitted maximal effect; nearly all actives have a fitted effect of over 40% in size
Nrf2 inh: Nrf2 pathway inhibition. A549 ARE-Fluc reporter, luciferase luminescence, 18-24 h. Potency, µM (titrated, usually from 46 µM), for inactives: at the highest dose activity change, negative = inhibition, most hits filed as inhibitors. 360,000 tested, 2.1% active. AID 504444; further: potency means the concentration at half of the fitted maximal effect; on the % scale 0 is the no-effect control and ±100 the full control effect; nearly all actives have a fitted effect of over 60% in size
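A549 ARE_Fluc cells (5000/well, 5% FBS OPTI-MEM) pre-incubated 2 h, then treated with compounds 18-24 h at 37C/5% CO2 in concentration-response. CellTiter-Fluor viability read first; BugLite luciferase luminescence after 15 min at room temperature gives Nrf2 activity.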
HepG2 tox: counter-screen for TGF-b inhibitors: cytotoxicity in HepG2 cells | HepG2 CAGA-GFP viability, ATP luminescence, 18 h | Potency, µM (highest dose often 46.1 µM), for inactives: at the highest dose activity change, negative = cytotoxicity, most hits filed as cytotoxic | 410,000 tested, 0.76% active; further: potency means the concentration at half of the fitted maximal effect; some results filed as inactive show a strong effect at the top dose
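CellTiter-Glo luminescence gave cytotoxicity after 18 hours at 37 degrees C. The cells were HepG2 CAGA-GFP in 1% FBS DMEM, stimulated with 500 pg/mL TGF-beta after compound addition. %Activity was normalised to no-cell wells (complete cell-killing) and DMSO (no toxicity), and curves were fitted and classified.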
Nrf2 ARE act: activates Nrf2 signaling | Potency, µM (highest dose often 46.1 µM), for inactives: at the top dose activation, hits mostly activators | 410,000 tested, 0.31% active | AREc32 ARE-luciferase reporter (MCF7-derived line), luminescence, 24 h; further: potency means the concentration at half of the fitted maximal effect; % of control where 0% means no effect; nearly all actives have a fitted effect of over 65% in size
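Reporter line AREc32 (ARE-Fluc), seeded overnight in OPTI-MEM with 5% FBS; compound pin-transferred, 24 hr at 37 deg C, 5% CO2; luminescent read-out.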
TGFb SMAD3 inh: TGF-b pathway inhibition; HepG2 CAGA-GFP TGF-b/SMAD3 reporter, GFP fluorescence, 18 h; TGF-beta stimulated, 500 pg/mL final; 410,000 tested, 1.2% active; Potency, µM (titrated, usually from 46.1 µM), for the others: at the top dose activity, negative = inhibition, actives largely listed as inhibitors; further: potency means the concentration at half of the fitted maximal effect; on the % scale 0 is the no-effect control and ±100 the full control effect; nearly all actives have a fitted effect of over 65% in size
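HEPG2 CAGA-GFP cells (1000/well, DMEM with 1% FBS) were pre-incubated 2 h at 37 degrees C, given compound by pin tool, then stimulated with TGF-beta at 500 pg/mL final for 18 h before per-cell GFP fluorescence imaging.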
CCT chaperon mod: modulators of cytosolic chaperonin (CCT/TRiC) activity | purified chaperonin ATPase assay, HTRF ADP detection, 30 min | activity change, % (concentration not given with the values), hits read low | 360,000 tested, 0.3% active | AID 651819; in the data active means activity change below about -30%; further: on the % scale 0 is the no-effect control and ±100 the full control effect
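TRiC (40 or 20 nM final, by batch activity) in 30 mM Tris pH 7.4, 100 mM KCl, 5 mM MgCl2, 1 mM DTT was treated with compound at 76 uM single dose, then 10 uM ATP, 30 min at 37 °C. ADP was read by HTRF Transcreener.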
* marks the source's active call; other numbers are inactive results; i = inactive; ? = inconclusive; · = not tested or not shown; [ ] = dose if it differs, or a comment. Unless noted, the call rests on the fitted dose curve; in most records, active means well fitted curve in the direction sought with a large enough effect; inconclusive means small, poorly fitted or top-dose-only effect, or another doubt; inactive means no such curve, though single readings can be large; an effect the other way counts as inactive or inconclusive.

SMILES	pAkt inh	A549 viability	MmCpn inh	ATXN viability	Nrf2 inh	HepG2 tox	Nrf2 ARE act	TGFb SMAD3 inh	CCT chaperon mod
COC(=O)c1cc(CSc2nc3ccccc3c(=O)n2C)oc1C	i	5%	-1%	i	18µM*	5%	2.9%	21%	0.0
CCC(C)c1c(O)nc(SCC(=O)N2CCCCC2)[nH]c1=O (stereo unspecified)	i	-1%	4%	i	-4%	-8%	0.4%	-3%	0.6
CC(=O)N1CCC(N2CCN(c3ccccc3F)CC2)CC1	·	7%	2%	i	·	21%	-0.5%	-6%	-0.6
CN1CCN(S(=O)(=O)c2ccc(NC(=S)NC(=O)C3CC3)cc2)CC1	i	0%	1%	i	10%	1%	0.1%	-4%	0.6
O=c1[nH]c2cc(S(=O)(=O)CCO)ccc2o1	i	5%	0%	i	13%	-2%	0.2%	0%	-1.9
CCOC(=O)CSc1nnc(CNC(=O)c2cccs2)n1-c1ccccc1	i	-5%	2%	i	1%	-13%	-0.5%	4%	2.1
O=C(Nc1nccs1)C1CC2CCC1C2 (stereo unspecified)	i	-1%	1%	i	3%	-12%	-0.7%	-7%	2.2
COc1ccccc1C(C#N)N1N=C(C)CC1(C)C (stereo unspecified)	i	0%	0%	i	-1%	7%	0.1%	1%	-1.6
Cc1cc(C)c2oc(=O)cc(CN3CCN(Cc4ccc5c(c4)OCO5)CC3)c2c1	i	5%	0%	i	·	-48%	1.8%	-12%	0.0
O=C(CN1CCOCC1)Nc1cc([N+](=O)[O-])ccc1Cl	i	-8%	2%	i	6%	4%	0.0%	18%	-12
Cc1ccc2c(CN3CCN(Cc4ccc5c(c4)OCO5)CC3)cc(=O)oc2c1C	i	16%	-4%[15.4 µM]	i	3%	-19%	0.2%	-15%	-2.8
COc1cc(OC)c(NC(=O)CN2CCCN(Cc3ccccc3C)S2(=O)=O)cc1Cl	·	4%	·	i	·	0%	0.3%	9%	·
CCc1nnc(NC(=O)CSc2nc(-c3ccccc3)c(-c3ccccc3)o2)s1	i	1%	-2%	i	17%	1%	-0.9%	2%	-2.8
CC(C)CN(C(=O)COC(=O)c1ccc2c(c1)OCO2)c1c(N)n(Cc2ccccc2)c(=O)[nH]c1=O	i	-19%	-1%	i	-13%	-17%	2.2%	2%	-2.4
O=C(Nc1cccc2c1CCCC2)c1ccc(Cl)c([N+](=O)[O-])c1	i	-4%	-3%	i	2%	-9%	-1.3%	0%	-2.6
O=S(=O)(NC(=NCc1ccccc1)c1ccc(F)cc1)c1ccc(Cl)cc1	i	-4%	-7%	?	-12%	-26%	0.6%	-29%	-2.1
Cc1ccc(-c2nnn(CC(=O)N(CC(=O)NC3CCCCC3)c3ccccc3F)n2)o1	i	-2%	1%	i	2%	-24%	-0.5%	-26%	0.0
COc1ccc(-n2nc(C(=O)Nc3ccc(C)cn3)c3c4ccccc4n(C)c3c2=O)cc1Cl	·	10%	·	i	6%	9%	-0.7%	-7%	·
CCCCNC(=O)c1sc2ncccc2c1-n1cccc1	·	-1%	·	?	·	-2%	5.0%	6%	·
O=C1Nc2ccccc2CN2C(=O)c3cc(Cl)ccc3NC(=O)C12 (stereo unspecified)	i	·	·	i	·	-6%	3.2%	-14%	-1.1
COCCC(=O)N1CCc2ccc(NC(=O)c3ccc(C(F)(F)F)cc3)cc2C1	i	-7%	0%	i	?	-43%	8.1%	-28%	-0.8
COc1cc(NC(=O)C(NC(=O)C2CCC(C)CC2)C(C)C)cc(OC)c1OC (stereo unspecified)	·	8%	·	i	4%[9.27 µM]	-6%	0.1%	30%	·
CC(C)C(C(=O)N1CCOCC1)N1C(=O)c2ccccc2C1=O (stereo unspecified)	i	-5%	0%	i	8%	11%	-0.1%	-2%	-2.7
CCOc1ccc2ncc(C(=O)c3ccc(OC)cc3)c(N3CCN(CC)CC3)c2c1	i	3%	3%	i	-13%	-33%	5.9%	15%	-2.7

Among those listed so far, three contain an NH in an aromatic ring:
SMILES	pAkt inh	A549 viability	MmCpn inh	ATXN viability	Nrf2 inh	HepG2 tox	Nrf2 ARE act	TGFb SMAD3 inh	CCT chaperon mod
CCC(C)c1c(O)nc(SCC(=O)N2CCCCC2)[nH]c1=O (stereo unspecified)	i	-1%	4%	i	-4%	-8%	0.4%	-3%	0.6
O=c1[nH]c2cc(S(=O)(=O)CCO)ccc2o1	i	5%	0%	i	13%	-2%	0.2%	0%	-1.9
CC(C)CN(C(=O)COC(=O)c1ccc2c(c1)OCO2)c1c(N)n(Cc2ccccc2)c(=O)[nH]c1=O	i	-19%	-1%	i	-13%	-17%	2.2%	2%	-2.4

Following part:
SMILES	pAkt inh	A549 viability	MmCpn inh	ATXN viability	Nrf2 inh	HepG2 tox	Nrf2 ARE act	TGFb SMAD3 inh	CCT chaperon mod
CC(C)(C)OC(=O)NNC(=O)NC12CC3CC(CC(C3)C1)C2	i	18%	0%	i	9%	-18%	-0.9%	-6%	-1.2
Fc1cc(F)c2ncc3c(-c4ccccc4)nn(-c4cccc(Cl)c4)c3c2c1	·	-10%	·	i	?	-8%	0.2%	1%	·
Cc1cccc(NC(=S)N=Nc2c(O)[nH]c3ccccc23)c1	i	-18%	-2%	?	?	-28%	8.4%	?	-2.1
CC(=O)c1cccc(-c2ccnc3c2CC(C(=O)NCC2CC2)O3)c1 (stereo unspecified)	i	·	·	i	·	-8%	0.3%[9.22 µM]	3%	-1.5
O=C1Nc2cc(C(=O)NCCN3CCCCCC3)ccc2S/C1=C/c1ccccc1F	i	·	·	?	·	8.9µM*	-5.2%	10µM*	1.1
CCc1ccc(-c2nc(SCC(=O)NC3CC3)n[nH]2)cc1	i	-2%	0%	i	15%	-7%	5.5%	1%	-0.7
Cc1cc(C)c(S(=O)(=O)NCCS(=O)(=O)N2CCN(c3ccccc3)CC2)c(C)c1	·	0%	·	·	·	-25%	1.4%	?	·
COC(=O)c1ccc(NC(=O)Nc2cccc(F)c2)cc1	i	-7%	0%	i	?	-26%	1.8%	-24%	-13
Cc1nc2ccc(NC(=O)CCS(=O)(=O)c3ccc(Cl)cc3)cc2s1	i	6%	5%	i	-27%	-21%	2.8%	?	-17
CC(C)(C)S(=O)(=O)c1cnc2c(-c3ccsc3)cnn2c1N	i	8%	1%	i	?	19%	5.6%	7%	-6.7
S=C(NCCc1ccccc1)N/N=C/c1ccccc1Cl	i	12%	1%	i	-9%	0%	4.1%	?	-0.8
CCCCc1oc2c(c(=O)c1C)C(=O)CC(c1ccccc1)C2 (stereo unspecified)	i	?	2%	i	?	-15%	-0.5%	-3%	-0.2
CCC1(C)Cc2c(sc3nnn(CC(=O)Nc4ccc(Cl)cc4)c(=O)c23)CO1 (stereo unspecified)	i	?	-2%	i	?	-61%	0.0%	?	-1.4
CC1=C(C(=O)OCC2CCCCC2)C(c2ccc(F)cc2)NC(=O)N1 (stereo unspecified)	i	-2%	-2%	i	?	-33%	-1.2%	?	-4.2
C=CCC(C(=O)OC)(C(=O)OC)c1ccc([N+](=O)[O-])cc1[N+](=O)[O-]	i	-4%	0%	i	6%	11%	-1.0%	-13%	1.8
N#Cc1cccc(NC(=O)CSc2ccccc2)c1	i	11%	0%	i	1%	0%	0.2%	-1%	-2.5
CCN(CC)CCCNC(=O)C1CCN(C(=O)c2cc3sccc3n2Cc2ccc(F)cc2)CC1	i	0%	1%	i	13%	-27%	-0.4%	?	-2.3
CN(Cc1ccccc1F)C(=O)CN1CCN(S(=O)(=O)c2ccc3c(c2)OCCCO3)CC1	i	-2%	-1%	i	?	-35%	2.5%	?	-1.4
Cc1ccc(S(=O)(=O)N2C[C@]3(O)C[C@@H]4C(=O)N(c5ccccc5)C(=O)[C@@H]4C[C@]3(OC(=O)NC3CC3)C2)cc1	i	·	·	i	·	-17%	-0.5%	2%	1.6
O=C(CSc1nnnn1-c1ccccc1)Nc1ncc(Cc2ccccc2Cl)s1	i	-3%	0%	i	4%	-1%	-0.6%	4%	2.0
COc1ccc(NC(=O)c2ccc3nccnc3c2)cc1	i	-15%	1%	i	?	-8%	12%	9%	-3.8
COc1ccc(Cl)c(N2CCN(CCCNC(=O)Nc3ccc(C)cc3)CC2)c1	i	?	0%	i	·	-50%	5.1%	?	-8.6
c1ccc(C(c2ccccc2)N2CCN(Cc3nnnn3C3CCCCC3)CC2)cc1	i	?	2%	i	?	1%	-0.1%	?	1.2
CCOC(=O)c1cnc2c(C)cc(Cl)cc2c1NCCc1ccc(OC)c(OC)c1	·	7%	·	i	9%	0%	-0.1%	15%	·
COc1cc2cc(C(c3nnnn3C3CCCC3)N(C)C3CCCCC3)c(=O)[nH]c2cc1OC (stereo unspecified)	i	-18%	1%	i	·	-14%	-0.2%	-36%	-2.4
O=C(OCC(=O)N1CCN(c2ccccc2)CC1)c1cc(F)c(F)cc1Cl	i	·	·	i	·	3%	0.4%	-1%	1.0
CCCC(C(=O)NC(C)(C)C)N(CC1CCCO1)C(=O)c1snc(C(N)=O)c1N (stereo unspecified)	i	0%	1%	i	-1%	17%	0.1%	-29%	-2.2
O=C(O)CCSc1nnc(COc2cccc3cccnc23)n1-c1ccccc1	i	0%	-6%	i	15%	0%	0.0%	4%	-0.4
CSc1ccc(CNC(C)(C)CO)cc1	i	-3%	0%	i	-11%	1%	1.4%	5%	0.7
Cc1cc(NC(=O)CSCC(=O)Nc2ccc(Cl)c(C(F)(F)F)c2)no1	i	5%	0%	i	1%	-23%	0.1%	-21%	-0.8
COC(=O)[C@@H]1CCCN1C(=O)CCc1nnc(C2CCCCC2)o1	i	-8%	0%	i	6%	-12%	3.0%	-3%	1.7
